ssDAF-12 act: S. stercoralis DAF-12 activation, primary screen. HEK293 ssDAF-12/GRIP1 lit1-tk-luc reporter, luminescence; % of 3 µM dafachronic acid response. activation, % at 6.8 µM. hit rate 1% among 370,000. AID 652126;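 active = activation above the mean over all tested compounds plus 3 SD, cut at about 0.9% in these data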;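 also: 0% = DMSO-only wells and 100% = 3 µM delta7-dafachronic acid wells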
hgDAF12 agonist: hgDAF-12 agonism, primary luciferase screen | activation, % at 6.8 µM | AID 687014 | hit rate 1.8% among 370,000 | HEK293 GAL4-hgDAF12 UAS-luciferase reporter, agonist luminescence; normalized to butyrate control;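 active = activation above a cutoff set at the mean of all screened compounds plus 3 SD, cut at about 10% in these data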;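 also: 0% = DMSO wells and 100% = sodium butyrate wells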
HGIII-sPLA2 inh: Blocks human group III sPLA2 activity | hit rate 0.56% among 370,000 | inhibition, % at 12.2 µM | QFRET BODIPY PC-A2 liposome hydrolysis, fluorescence;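 active = inhibition above mean plus 3 SD of compounds lying within the high and low control bounds, cut at about 19% in these data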;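 also: 0% = median of test compound wells and 100% = no enzyme DMSO wells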
Target sequence (Q9NZ20 whole entry, looked up): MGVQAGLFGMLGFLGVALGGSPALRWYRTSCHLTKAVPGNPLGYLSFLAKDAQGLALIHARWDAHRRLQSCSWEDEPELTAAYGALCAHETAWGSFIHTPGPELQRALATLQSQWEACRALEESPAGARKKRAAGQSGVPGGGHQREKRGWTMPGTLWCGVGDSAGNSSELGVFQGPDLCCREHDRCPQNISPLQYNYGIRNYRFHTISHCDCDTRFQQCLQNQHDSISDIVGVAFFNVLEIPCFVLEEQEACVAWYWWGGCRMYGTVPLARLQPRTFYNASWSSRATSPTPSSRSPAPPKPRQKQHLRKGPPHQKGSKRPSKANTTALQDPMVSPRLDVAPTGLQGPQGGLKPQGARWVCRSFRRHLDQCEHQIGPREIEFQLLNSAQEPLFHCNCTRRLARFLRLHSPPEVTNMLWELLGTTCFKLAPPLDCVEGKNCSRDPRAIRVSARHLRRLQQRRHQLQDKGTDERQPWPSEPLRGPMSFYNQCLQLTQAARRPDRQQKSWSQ
PLCb3 inh: blocks human PLC-beta3 enzyme activity. AID 720704. Q01970. Purified PLC-beta3, fluorogenic substrate, fluorescence. inhibition, % at 12.2 µM. hit rate 0.18% among 370,000; in the data active = inhibition above about 11%;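 also: 0% = median of compound wells on plate and 100% = full blocker control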
DAX1 inh-1: inhibitors of DAX1 repression of SF-1 activated StAR promoter; HEK293T StAR-luciferase reporter, SF-1/DAX-1 repression relief; inhibition, % at 6.8 µM; hit rate 1.1% among 370,000; AID 652010;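 active = inhibition above the mean over all tested compounds plus 3 SD, cut at about 3.6% in these data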;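 also: 0% = DAX-1 cells with DMSO and 100% = cells lacking DAX-1 with DMSO; higher inhibition means more luminescence from relief of DAX-1 repression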
ADAM10 inh: ADAM10 inhibition, QFRET primary screen; inhibition, % at 7 µM; O14672; hit rate 0.62% among 370,000; recombinant ADAM10, EDANS/DABCYL FRET peptide cleavage, 3 h;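 active = inhibition above a per-campaign cutoff equal to the mean of compounds falling between control-based bounds plus 3 SD, cut at about 20% in these data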;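 also: 0% = DMSO wells while the 100% control is not disclosed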
PLCg1 inh: blocks human PLC-gamma1 enzyme activity. purified PLC-gamma1, fluorogenic substrate, fluorescence. inhibition, % at 12.2 µM. hit rate 0.84% among 370,000. AID 720700; in the data active = inhibition above about 9.5%
FXN GAA850 act: activators of GAA850 frataxin (FXN) promoter; HEK293 lucGAA850 FXN promoter luciferase reporter, 24 h; percent of 10 µM SAHA response; AID 540364; hit rate 0.56% among 360,000; activation, % at 6 µM;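 active = activation above the average of all compounds screened plus 3 SD, cutoff fixed separately per campaign, cut at about 7.5% in these data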;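 also: 0% = DMSO wells and 100% = 10 µM SAHA wells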
hcDAF12 agonist: H. contortus DAF-12 activation, primary screen; HEK293 hcDAF-12 lit1-tk-luc reporter, luminescence; 0% DMSO, 100% Δ7-dafachronic acid; hit rate 1.4% among 370,000; AID 652067; activation, % at 6.8 µM;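 active = activation above the mean of all tested compounds plus 3 SD, cut at about 5.5% in these data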;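 also: 100% = response to 3 µM Δ7-dafachronic acid high control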
DAX1 inh-2: inhibitors of human orphan nuclear receptor DAX1 (NR0B1) | P51843 | inhibition, % at 6.75 µM | HEK293 Gal4-DAX1 luciferase reporter, luminescence | hit rate 0.99% among 340,000 | AID 504766;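 active = inhibition above the mean over all tested compounds plus 3 SD, cut at about 4.2% in these data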;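 also: 0% = DAX1-transfected cells with DMSO and 100% = empty-vector control cells with DMSO; inhibition shows as a rise in luminescence from relieved DAX1 repression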
Target sequence (P51843 207-470 limits assumed): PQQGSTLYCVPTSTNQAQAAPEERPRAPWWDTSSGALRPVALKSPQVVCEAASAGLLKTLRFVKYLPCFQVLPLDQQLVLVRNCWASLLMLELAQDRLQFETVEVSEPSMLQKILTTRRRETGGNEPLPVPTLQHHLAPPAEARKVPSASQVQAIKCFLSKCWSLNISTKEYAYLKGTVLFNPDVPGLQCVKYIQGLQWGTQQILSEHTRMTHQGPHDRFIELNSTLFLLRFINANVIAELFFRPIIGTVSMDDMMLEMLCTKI
ADAM17 inh: ADAM17 inhibition, QFRET primary screen. P78536. hit rate 0.83% among 370,000. recombinant ADAM17, EDANS/DABCYL FRET peptide cleavage. inhibition, % at 6.95 µM;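 active = inhibition above the mean of compounds lying between control limits plus 3 SD, set per campaign, cut at about 8.5% in these data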;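 also: 0% = DMSO-only wells as the low control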
An asterisk follows results filed as active; . = no result given. Not all compounds are listed, so the mix of outcomes need not match the whole.

Second line of a record: ssDAF-12 act, ADAM10 inh, FXN GAA850 act, PLCg1 inh, DAX1 inh-1, PLCb3 inh, HGIII-sPLA2 inh, hgDAF12 agonist, ADAM17 inh, DAX1 inh-2, hcDAF12 agonist
1. O=C(CN1CC=C(c2ccccc2)CC1)Nc1cc(Cl)ccc1Cl
    -0.6, -8, 1.9, -2, -0.7, -16, -19, 2.4, -4, 0.1, 0.0
2. Cc1ccc(-n2c(O)c(C=NCc3ccco3)c(=O)[nH]c2=S)cc1C
    -1.8, -5, 1.2, -13, -0.3, -20, -6, 0.0, -6, -0.1, -1.4
3. O=c1c2ccccc2nc(/C=C/c2ccccc2O)n1-c1ccccc1O
    -1.0, -15, 0.2, -207, -0.9, -292, -44, -1.1, -4, -2.6, -0.7
4. CC(c1ccc(F)cc1)n1cc(C(=O)NCc2ccc3c(c2)OCO3)nn1 (centres undefined)
    -1.3, 6, 2.2, 5, 0.4, -3, -7, 0.5, -2, 1.9, -1.5
5. COc1cc2c(c(OC)c1)C(=O)OC(C)CCCC(=O)CCCCC2 (centres undefined)
    -0.9, -2, 1.6, 0, -0.1, -2, 0, -0.5, -1, -1.0, -2.5
6. CC[C@H](C)[C@@H]1OC(=O)[C@H](C(C)C)N(C)C(=O)[C@H](C(C)C)NC(=O)[C@@H](C)[C@@H](CCCC#CBr)OC(=O)[C@H](C(C)C)N(C)C(=O)C2CCCN2C1=O (some centres undefined)
    -2.2, 0, ., 2, ., -1, 0, -3.1, -7, ., -2.2
7. C=CCn1c(O)c(C(CC)=NCc2ccco2)c(=O)[nH]c1=O
    -0.4, 5, 1.4, -2, -0.4, -4, 19, -0.4, -4, 4.9*, -0.4
8. CCN1C(=O)NC(=O)/C(=C\c2cn(CC(=O)N3CCCC3)c3ccccc23)C1=O
    -0.7, -3, 0.1, -3, 0.0, -5, -2, -0.4, -1, 0.1, 0.7
9. CCN(CC)c1ccc(N=Cc2c(O)n(-c3ccc(OC)cc3)c(=O)[nH]c2=O)cc1
    -0.9, 7, 1.8, 4, -0.5, 0, 5, -1.0, 3, -0.8, 0.6
10. N=c1n(CCO)c2ccccc2n1Cc1ccccc1
    -0.4, -2, -0.2, 6, -0.7, 2, 3, 2.2, -1, 1.1, -0.1
11. CC1N=C(c2ccccc2Cl)c2cc(Br)ccc2NC1=O (centres undefined)
    -1.1, -5, -0.1, -1, 0.1, -5, 0, -2.3, 0, -0.6, -1.6
12. c1cncc(CNCCc2ccc3c(c2)OCO3)c1
    -1.9, 2, 0.8, -2, 0.2, -5, 2, -0.6, 0, 2.8, -1.0
13. COc1cc(CNCCc2c[nH]c3ccccc23)cc(OC)c1OC
    -1.1, -3, -1.3, 2, -0.4, 1, -10, 1.2, -3, 1.3, -0.3
14. CC(=O)N(C)C1=Nc2ccc(Cl)cc2C(c2ccccc2)=[N+]([O-])C1
    -0.4, -3, -0.8, -3, -0.1, 0, -2, 3.8, -4, -1.3, 0.1
15. CCOP(=O)(Oc1ccccc1)c1c([N+](=O)[O-])cc(C(F)(F)F)cc1[N+](=O)[O-] (centres undefined)
    -1.5, -1, 0.9, 2, -0.1, 1, 1, 1.1, -5, 0.7, -0.9
16. Oc1cccc2cccnc12
    -0.9, -14, -1.0, 1, -0.3, 0, 5, -0.3, -2, ., 1.8
17. CN1C2(C)c3ccccc3C1(c1ccccc1)c1ccccc12
    -0.7, -2, ., 0, -0.5, 0, -1, -3.2, -3, ., -0.3
18. CN(C)P1(N(C)C)=NC(C(F)(F)F)=NC(C(F)(F)F)=N1
    -0.7, -1, -0.3, -1, -0.3, -1, 5, -2.2, -4, 0.3, -0.8
19. N/C(=N/[N+](=O)[O-])N1CCN(C(=O)Oc2ccc([N+](=O)[O-])cc2)CC1
    -1.2, -8, -1.1, 1, -0.2, -6, 7, 0.2, -5, 0.2, -0.3
20. COC(=O)C1=C(c2ccc(F)cc2F)C[C@@H]2CC[C@H]1N2C(=O)NCCCOC(C)C
    -1.1, -9, -0.8, -3, 0.0, -1, -2, 1.5, -6, 2.3, -0.9
21. Fc1cccc(-c2ccc3c(c2)CN(C(=S)NCCc2ccccc2)Cc2cnnn2-3)c1
    -1.0, -19, ., 5, -1.4, -3, 4, 0.5, -2, ., 0.5
22. N[C@@H](Cc1c[nH]c2ccccc12)c1nnc(SCc2ccc(F)cc2)o1
    -1.2, 3, 1.7, 2, 0.0, -2, 1, 1.3, -3, -0.7, -0.3
23. N#CC1=C(N)Oc2c(c(=O)sc3ccccc23)C1c1cccnc1 (centres undefined)
    -1.8, 0, -3.6, -1, 4.1*, -9, -1, -0.2, -1, -1.0, -0.5
24. COc1ccc(-n2c(O)c(C(C)=NCCN3CCNCC3)c(=O)[nH]c2=O)cc1
    -0.8, -4, 3.3, 1, 0.4, 0, -6, 1.7, -1, 0.5, 2.7
25. CCOC1=C(N2CC2)C(=O)C(OCC)=C(N2CC2)C1=O
    -0.6, -23, 0.1, -3, 1.2, -8, 14, -1.9, -2, -1.0, -0.4
26. O=C(NC(Oc1ccccc1)C(Cl)(Cl)Cl)c1ccccc1 (centres undefined)
    -1.2, 8, 0.6, -2, -0.5, 0, 15, 0.8, -3, -1.1, -0.8
27. CC(=O)n1cc(C=C2C(=O)NC(=O)NC2=O)c2ccccc21
    0.5, 0, 0.2, 3, 1.5, -13, 7, -1.7, -3, 1.1, 9.8*
28. Cc1ccccc1N1C(=O)CC(=O)N(c2ccccc2C)C1=O
    -0.8, 12, 0.6, -1, 0.3, 3, -12, 0.3, 3, -0.5, -0.4
29. CN(C)CCN(C(=O)COc1ccc(Cl)cc1)c1nc2cc3c(cc2s1)OCO3
    0.0, -16, 1.3, 3, 0.2, 0, 3, 3.5, -3, 0.4, -0.3
30. c1ccc(-c2ccc(-c3n(-c4ccccn4)c4ccccc4[n+]3-c3ccccn3)cc2)cc1
    -1.8, -273, -6.3, -94, -1.1, -133, -5, 4.3, -78, -0.4, -1.2
31. Cc1c(N=Nc2c(O)n(Cc3ccccc3)c(=O)[nH]c2=O)c(=O)n(-c2ccccc2)n1C
    -1.8, -1, 2.1, 0, 0.4, 4, -5, -2.1, 1, -1.8, -1.0
32. COc1cccc(CNCCc2ccc3c(c2)OCO3)c1OC
    -1.2, -1, 1.6, 0, -0.2, -6, 4, -0.6, -4, -1.9, -1.8
33. N#CC(=C(O)c1ccc(S(=O)(=O)N(CCCl)CCCl)cc1)c1nc2ccccc2[nH]1
    -1.0, -4, 1.3, 3, 0.8, -6, 8, 1.7, -1, 2.6, -1.0
34. COc1ncccc1C(=O)NCC(CC(=O)O)c1ccccc1 (centres undefined)
    -1.0, -4, -2.2, -3, -0.6, -2, 5, 2.5, -2, 0.5, 1.1
35. Oc1ccc(CC2(N3CCCC3)CCCCC2)cc1
    -1.1, -7, 0.8, 1, 0.1, -7, 9, -0.4, -1, 0.4, -0.5
36. CCOC(=O)CC(SP1(=S)OCC2(CCCCO2)C(C2CCCCO2)O1)C(=O)OCC (centres undefined)
    -0.8, -4, 0.4, -1, 0.1, -2, 9, -3.1, 12*, 1.6, -1.2
37. CCN1CCN(c2ccc(N)c(C)c2)CC1
    -1.7, -4, 0.1, 1, -0.5, -2, 6, 3.0, -3, -0.1, 0.2
38. CN1CCN(Cc2nc3ccccc3n2C)CC1
    -1.2, -1, 0.6, -6, 2.1, -6, -3, 0.3, -4, 0.9, 0.1
39. Cc1ccc2c(c1)CCCN2N=O
    -1.9, -6, 0.6, -2, -0.8, 3, 5, -2.4, -6, -1.4, -0.1
40. C[C@]12CC[C@H](O)CC1=CCC1C2CC[C@]2(C)C(=O)[C@H](Br)CC12 (some centres undefined)
    -0.7, -1, -2.8, 2, -3.2, -1, -4, -1.3, -2, -0.8, -0.8
41. CSc1ccccc1C(=O)C1CCCN(Cc2cccc(C)n2)C1 (centres undefined)
    -0.8, -6, 0.3, -1, -0.2, 0, -1, 0.6, -3, -0.8, -0.1
42. O=c1[nH]c(=S)n(C2CC2)c(O)c1C=NCCN1CCOCC1
    -0.8, 3, 1.4, 5, -0.1, -2, 1, -0.9, 4, 0.1, 0.0
43. S=C(N1CCCCCC1)N1CC1
    -0.7, -6, 0.5, 4, 0.7, -2, 9, -3.2, -1, -2.1, 0.5
44. CC(C)NS(=O)(=O)c1ccc(OCC(=O)N2CCN(Cc3ccc4c(c3)OCO4)CC2)c(Cl)c1
    -1.6, 8, -2.5, 4, -2.5, 4, -36, -4.3, 1, -2.4, -3.1
45. COc1cc2c(cc1OC)C13CCN4CC5=CCOC6CC(=O)N2C1C6C5C3C4 (centres undefined) (tested in a mixture with another compound)
    -1.4, -6, -2.0, -2, 0.1, 3, -6, -1.1, -3, 0.8, 1.0
46. N=C1c2ccccc2CN1NC(=O)c1ccc(F)cc1
    -0.7, 7, 1.6, -3, 0.3, -1, 0, 0.6, -1, 1.4, 0.5
47. O=C(NCCN1CCC2(CC1)C(=O)NCN2c1ccccc1)c1cccc(F)c1
    -0.9, -3, ., -1, 2.4, 4, 3, 0.1, 3, ., 0.9
48. Clc1ccc2sc(C3CCNCC3)nc2c1
    -0.3, -4, 5.8, -2, 0.8, 2, 0, 16*, -6, 1.7, 1.8
49. N#CCCn1cc(C(=O)O)c(-c2cccc([N+](=O)[O-])c2)n1
    -1.5, -7, 1.8, 0, 0.7, -6, 1, -0.9, -5, -0.4, -1.1
50. COC(=O)C1=C(c2cc3ccccc3s2)C[C@@H]2CC[C@H]1N2C(=O)NC(C)C
    -1.1, -6, 0.1, 0, -0.4, 1, 5, -1.1, -2, -1.4, -3.4
51. O=C(O)C1CC2(Cl)C(Cl)=C(Cl)C1(Cl)C2(Cl)Cl (centres undefined)
    -1.2, -27, 1.4, -2, -0.7, 0, 14, 1.2, 1, 0.0, -1.7
